Bioassay records as filed in PubChem BioAssay.
esBAF inh – inhibitors of esBAF chromatin remodeling in mouse ES cells; Bmi1-luciferase knock-in reporter, 24 h; 100% = twice the neutral-well signal; reporter increase, % at 12.5 µM; 350,000 compounds, 2% hits; AID 602393; in the data active = activation above about 40%;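 note: 0% = median of the plate's neutral control wells and 100% = double that signal; a rise in the Bmi1 reporter signal indicates esBAF inhibition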
XiGFP reactiv – X-chromosome reactivation activator | XiGFP mouse fibroblasts, % GFP-positive cells imaging, 3 d; cells co-treated with 5-aza-dC sensitizer; scaled so ellipticine positive control = 100% | activation, % at 7.58 µM | 360,000 compounds, 0.055% hits | AID 743238;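 active = mean normalized replicate activation at least 10% and every replicate at or above 10%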;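 note: 0% = median of on-plate neutral control wells and 100% = ellipticine 6 µM median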
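Schedule: 3 d treatment, 15 min room-temperature fixation; system: 68-5-11 XiGFP fibroblast line; buffer or medium: DMEM plus 5-aza-dC sensitizer; control set: ellipticine 6 µM positive control; compound: one concentration, pinned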
RAD52 inh – blocks human RAD52 DNA annealing | recombinant RAD52 DNA annealing, FRET fluorescence | inhibition, % at 18.7 µM | P43351 | 360,000 compounds, 0.46% hits;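 active = every replicate showing at least 50% inhibition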
Target sequence (P43351 whole entry, looked up): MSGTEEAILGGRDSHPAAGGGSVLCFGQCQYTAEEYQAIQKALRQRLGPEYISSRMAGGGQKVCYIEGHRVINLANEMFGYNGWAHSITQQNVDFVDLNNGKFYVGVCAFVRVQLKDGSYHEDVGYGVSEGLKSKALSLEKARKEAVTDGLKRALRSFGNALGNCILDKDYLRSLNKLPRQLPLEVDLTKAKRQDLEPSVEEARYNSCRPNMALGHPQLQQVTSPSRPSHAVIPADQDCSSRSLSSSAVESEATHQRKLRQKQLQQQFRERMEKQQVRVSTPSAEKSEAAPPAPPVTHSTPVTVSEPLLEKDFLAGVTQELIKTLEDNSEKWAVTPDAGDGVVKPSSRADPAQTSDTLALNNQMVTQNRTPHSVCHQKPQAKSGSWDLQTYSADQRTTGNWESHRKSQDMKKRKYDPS
E-sel inducer – E-selectin induction on HUVECs | P16581 | HUVEC E-selectin immunofluorescence imaging; normalized: neutral wells 0, TNF-alpha wells 100 | activation, % at 7.58 µM | AID 686992 | 260,000 compounds, 0.37% hits;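 active = mean E-selectin-positive cell signal at least 10% of the positive control, reached in at least 60% of replicates, without over 20% cell loss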;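 note: in these data hits start at about 27%; measured in HUVEC primary endothelial cells; signal is the percent of cells scored E-selectin positive by PE staining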
Target sequence (P16581 whole entry, looked up): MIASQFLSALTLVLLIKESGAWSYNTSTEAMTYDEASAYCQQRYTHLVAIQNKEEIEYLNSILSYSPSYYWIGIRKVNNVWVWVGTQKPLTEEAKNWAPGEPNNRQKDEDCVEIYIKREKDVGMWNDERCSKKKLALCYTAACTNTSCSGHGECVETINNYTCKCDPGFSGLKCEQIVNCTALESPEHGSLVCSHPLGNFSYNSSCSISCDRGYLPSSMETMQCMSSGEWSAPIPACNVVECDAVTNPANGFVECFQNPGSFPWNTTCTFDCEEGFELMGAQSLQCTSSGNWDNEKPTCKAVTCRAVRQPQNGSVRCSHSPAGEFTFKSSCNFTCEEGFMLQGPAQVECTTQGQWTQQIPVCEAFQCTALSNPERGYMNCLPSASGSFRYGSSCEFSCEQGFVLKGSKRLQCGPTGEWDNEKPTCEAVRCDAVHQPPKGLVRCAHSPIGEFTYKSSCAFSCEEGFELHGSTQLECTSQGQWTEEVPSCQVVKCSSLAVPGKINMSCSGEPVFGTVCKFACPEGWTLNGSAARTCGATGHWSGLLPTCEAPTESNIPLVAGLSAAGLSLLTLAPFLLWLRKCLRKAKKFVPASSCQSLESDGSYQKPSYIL
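Assay system: HUVEC primary endothelial cells. Input: 3,000 HUVEC seeded per well. Doses: one compound dose added by pin transfer. Read-out basis: % PE-positive cells. Benchmarks: TNF-alpha high, DMSO low. Detection: immunofluorescence imaging. Buffer or medium: EGM-2, gelatin.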
EWS-Fli block – inhibitors of EWS/Fli oncoprotein transcriptional activity. A673 NR0B1-luciferase reporter, viability-normalised. inhibition, % at 12.6 µM. 350,000 compounds, 0.67% hits;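 active = mean inhibition of at least 50% after viability correction, with every replicate also passing that limit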;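 note: firefly luciferase signal divided by Alamar Blue viability fluorescence both relative to DMSO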
S100A4 MyoIIA – inhibitors of human S100A4 binding to myosin IIA peptide; P26447; S100A4/TAMRA-MyoIIA peptide fluorescence polarization; 360,000 compounds, 0.14% hits; AID 652163; inhibition, % at 10.7 µM;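 active = mean inhibition of at least 70% across replicates, with every replicate also reaching that level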
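Material: S100A4 monomer protein | Medium: HEPES pH 7.2 with CaCl2, KCl, NaCl, DTT, Triton | Reagent: Labelled myosin peptide probe, 5 nM | Doses: One dose per compound | Times: 5 min incubation before reading | Benchmarks: Neutral control DMSO, positive control TFP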
RAD54 inh – RAD54 (human) branch migration inhibition | Q92698 | RAD54 Holliday junction branch migration, FAM/BHQ fluorescence | inhibition, % at 10.4 µM | 360,000 compounds, 0.14% hits | AID 602329;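 active = mean normalized replicate activity at least 40 and at least half of replicates scoring 40 or more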;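 note: 0% = median of neutral control wells and 100% = median of positive control wells; inhibitors cause a drop in the FAM fluorescence signal; in these data hits start at about 50%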
FN deposit inh – fibronectin deposition inhibition. AH1F fibroblasts, Alexa488-fibronectin deposition fluorescence, overnight. inhibition, % at 12.6 µM. 350,000 compounds, 0.086% hits;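 active = mean inhibition across replicates of 30% or more, regardless of how many single replicates reach that level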;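 note: positive control wells lacked labelled fibronectin entirely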
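Assay system: AH1F fibroblasts / Quantity: 10000 cells per well / Medium: DMEM plus 2% serum, read in PBS / Reagent: labelled fibronectin 24 nM / Dosing: single dose, pinned / Times: 1 h cell attachment, overnight exposure to compound and label / Signal: fluorescence, ex 485 nm, em 525 nm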
The depositor's hits bear a star; · = not tested or not shown; & = joins results of further samples.

molecule	esBAF inh	XiGFP reactiv	RAD52 inh	E-sel inducer	EWS-Fli block	S100A4 MyoIIA	RAD54 inh	FN deposit inh
CN(C)c1ccc(/C=N/N2CCN(c3ccccn3)CC2)cc1	·	0.3	-3.0	12.0	-58.6	-3.6	9.6	-0.5
CCNS(=O)(=O)c1ccc(CCC(=O)NCc2ccccc2)cc1	6.3	0.0	-13.9	·	2.3	1.0	·	6.7
COc1ccc(NC(=O)Nc2ccc3c(c2)C(=O)N([C@@H](C)CO)C[C@H](C)[C@H](CN(C)C(=O)Nc2ccc4c(c2)OCO4)OCCCC[C@H](C)O3)cc1	-4.3	0.0	-22.7	0.0	4.6	10.6	-1.0	·
COCCN(CCOC)S(=O)(=O)c1ccc(C(=O)Nc2sc3c(c2C(N)=O)CCCCC3)cc1	·	-0.1	-6.0	·	-100.2	-0.1	·	-2.2
Cn1c(CCCOc2ccc(Cl)cc2Cl)n[nH]c1=S	·	0.0	-8.0	2.3	-64.6	-3.7	·	-2.3
C[C@H](NC(=O)c1[nH]cnc1C(=O)Nc1ccc(Cl)cc1)c1ccccc1	3.6	0.0	·	-0.2	-0.1	·	-8.6	3.3
O=C(C[C@@H]1C=C[C@H](NC(=O)c2ccccn2)[C@@H](CO)O1)NCc1cccc(F)c1	1.3	0.0	-7.7	-0.5	-1.6	0.3	-3.0	-2.1
O=c1c2[nH]c3ccc(F)cc3c2ncn1CCN1CCN(Cc2ccccc2)CC1	6.8	0.0	-6.1	0.0	15.1	-1.6	-3.4	·
CC(C)C(=O)Nc1ccc2c(c1)C(=O)N(C)[C@H]1CC[C@@H](CC(=O)NCCCN(C)C)O[C@H]1CO2	7.3	0.0	22.6	0.0	-7.8	3.2	5.1	-1.9
Cc1cccn2c(=O)c3cc(C#N)c(=NC(=O)c4ccccc4)n(Cc4ccco4)c3nc12	·	0.0	-22.6	0.2	-9.9	-5.5	-10.6	-4.3
C[C@H]1CN([C@@H](C)CO)C(=O)c2cccc(NS(=O)(=O)c3ccc(F)cc3)c2O[C@H]1CN(C)Cc1ccc(-c2ccccc2)cc1	-2.2	0.0	23.5	0.0	13.5	5.1	0.3	1.5
CCCCn1nnnc1C(c1ccccc1)N1CCCN(Cc2ccc(F)cc2)CC1 (stereo unspecified)	·	0.1	-11.0	-0.6	-28.4	-1.6	·	·
COc1ccccc1CN(C)C(=O)c1sccc1-c1ccccc1	·	0.2	-22.2	-0.4	-2.5	0.6	-2.5	-4.4
CO[C@@H]1CN(C)C(=O)c2ccc(NC(C)=O)cc2OC[C@H](C)NC[C@H]1C	4.0	0.0	-10.8	-0.1	1.9	6.3	3.0	-11.2
COc1ccc(CNC(=O)c2cc(-c3cc(C)ccc3O)n[nH]2)cc1	0.9	-0.7	-2.8	·	15.8	2.1	·	-1.5
CN(C)C(CNC(=O)CNC(=O)c1ccc(Br)cc1)c1ccccc1 (stereo unspecified)	-2.6	0.1	-6.7	3.3	7.3	-1.4	-4.5	-13.3
N#C[C@@H]1[C@H](c2ccc(C#Cc3ccc(F)cc3)cc2)[C@@H](CO)N1c1nc(-c2ccccc2)cs1	-32.9	0.0	-19.1	0.9	33.9	9.3	-3.4	-0.3
O=c1cc(CSc2nnc(COc3ccccc3)n2-c2ccccc2)c2ccccc2[nH]1	16.0	0.1	-16.7	·	-6.8	3.2	6.7	-6.5
Cc1sc2ncn(CC(=O)NCc3ccccc3)c(=O)c2c1C	-8.1	-0.1	-19.6	·	-5.7	-13.3	-8.2	-2.1
CCC(C)[C@H](NC(=O)NCCCOC(C)C)C(=O)OC (stereo partly specified)	-0.3	0.2	-4.0	0.2	7.6	3.1	-2.9	-1.2
c1ccc(CSC2=NCCS2)cc1	·	0.0	-4.1	·	-23.8	-8.5	·	3.1
O=C(c1ccc(-c2ccccc2Cl)o1)N1CCC1	84.2*	-0.1	-0.8	0.3	-93.2	2.2	-7.2	-4.9
CCC(=O)Nc1ccc(NCc2cccs2)cc1	10.0	0.3	4.7	0.0	-14.6	-10.5	2.7	0.8
Cc1c([N+](=O)[O-])cc(C(=O)N2CCOCC2)cc1[N+](=O)[O-]	·	-0.1	-17.0	5.0	5.7	-5.2	-5.3	-8.9
O=C(Nc1ccc(F)cc1F)NC1CCN(Cc2c(F)cccc2Cl)CC1	9.3	0.0	-16.5	0.9	-6.3	0.8	-5.9	-2.0
Cc1cc(NC(=O)/C=C/c2ccc(F)cc2)n(-c2nc3ccccc3[nH]2)n1	·	0.0	4.0	0.1	-2.6	-2.1	-7.0	7.6
O=C(NNC(=S)NCc1ccc(Cl)cc1)c1ccc(Br)o1	·	0.0	-7.2	-1.2	3.1	5.3	·	3.2
O=C(O)CC1S/C(=N\N=C/c2ccccc2)N(c2ccc(O)cc2)C1=O (stereo unspecified)	-8.5	·	-7.9	·	2.2	-1.9	1.0	·
CCOC(=O)C1=C(CCc2ccccc2)NC(=O)NC1c1ccc(C#N)cc1 (stereo unspecified)	4.9	0.0	-6.4	0.3	-6.1	-2.4	9.1	15.1
Cc1cc(C(=O)Nc2cccc3c2O[C@H](CN(C)Cc2ccc(Cl)c(Cl)c2)[C@H](C)CN([C@H](C)CO)C3=O)n(C)n1	-3.8	-0.9	7.2	-0.1	11.1	-3.9	-5.7	9.1
CC(C)CC#Cc1cnc2c(c1)C(=O)N([C@H](C)CO)C[C@@H](C)[C@H](CN(C)Cc1ccc(F)cc1)O2	-3.7	-1.5	13.1	-0.1	17.0	2.8	3.1	·
Cc1noc(C)c1S(=O)(=O)N(C)C[C@H]1Oc2ccc(NC(=O)Cn3cnnn3)cc2CC(=O)N([C@H](C)CO)C[C@@H]1C	-0.8	-0.1	-2.7	-2.1	-2.5	-5.9	-4.9	·

Reformatted: three of the compounds above.
O=C(Nc1ccc(F)cc1F)NC1CCN(Cc2c(F)cccc2Cl)CC1
  esBAF inh: 9.3 | XiGFP reactiv: 0.0 | RAD52 inh: -16.5 | E-sel inducer: 0.9 | EWS-Fli block: -6.3 | S100A4 MyoIIA: 0.8 | RAD54 inh: -5.9 | FN deposit inh: -2.0
Cc1cc(NC(=O)/C=C/c2ccc(F)cc2)n(-c2nc3ccccc3[nH]2)n1
  esBAF inh: · | XiGFP reactiv: 0.0 | RAD52 inh: 4.0 | E-sel inducer: 0.1 | EWS-Fli block: -2.6 | S100A4 MyoIIA: -2.1 | RAD54 inh: -7.0 | FN deposit inh: 7.6
O=C(NNC(=S)NCc1ccc(Cl)cc1)c1ccc(Br)o1
  esBAF inh: · | XiGFP reactiv: 0.0 | RAD52 inh: -7.2 | E-sel inducer: -1.2 | EWS-Fli block: 3.1 | S100A4 MyoIIA: 5.3 | RAD54 inh: · | FN deposit inh: 3.2

New compounds follow
molecule	esBAF inh	XiGFP reactiv	RAD52 inh	E-sel inducer	EWS-Fli block	S100A4 MyoIIA	RAD54 inh	FN deposit inh
COc1ccc(NC(=O)Nc2ccc3c(c2)C(=O)N([C@H](C)CO)C[C@@H](C)[C@@H](CN(C)Cc2ccc4c(c2)OCO4)O3)cc1	-4.1	0.5	-3.8	-0.1	3.9	10.8	2.8	·
Cc1ccc(S(=O)(=O)Nc2ccc3c(c2)CC(=O)N([C@H](C)CO)C[C@H](C)[C@H](CN(C)Cc2ccc4c(c2)OCO4)O3)cc1	5.2&3.1	-0.1&0.0	13.4&-91.9	0.5&0.0	1.8&8.5	-5.4&3.5	-4.2&6.5	8.4
Cc1ccccc1NCC(=O)c1ccc(Br)cc1	-6.4	·	3.9	·	19.1	-3.2	4.6	·
COc1ccc(N2CCN(S(=O)(=O)CCNC(=O)C(C)Oc3ccccc3)CC2)cc1 (stereo unspecified)	0.3	0.2	-6.2	-1.3	-11.3	3.5	5.3	4.9
Cc1ccc(C(C)C)c(O)c1	1.7	·	-1.1	·	-6.9	2.9	-10.2	·
CCCn1c(C)cc(/C=C(\C#N)C(=O)OCC(=O)Nc2cccc(S(N)(=O)=O)c2)c1C	27.5	0.4	-122.9	1.2	-35.9	-4.1	-6.6	·
CC(C)[C@H](NC(=O)c1ccccc1Cl)C(=O)Nc1ccc(S(=O)(=O)Nc2nccs2)cc1	0.1	0.1	-95.9	·	2.6	-6.5	-10.0	-4.1
Cc1nnc(SCC(=O)Nc2cc(S(=O)(=O)N3CCCC3)ccc2Cl)s1	6.9	1.4	-17.5	1.5	4.7	-5.2	-11.3	-2.1
C[C@@H]1CN([C@@H](C)CO)C(=O)c2cc(-c3cccc(F)c3)cnc2O[C@H]1CN(C)S(=O)(=O)c1cccc(F)c1	·	0.1	-8.3	0.3	0.0	-19.7	0.0	5.6
COC(=O)c1ccc(NC(=O)C(C)Oc2ccccc2)cc1 (stereo unspecified)	-1.4	·	-11.8	·	·	18.8	15.0	·
S=c1[nH]ncn1NCc1cccc(Br)c1	·	0.1	0.2	·	4.3	-6.7	-1.5	-4.6
CCN(CC(=O)Nc1c(F)cccc1F)C(=O)C1CC(=O)N(CCc2ccc(OC)c(OC)c2)C1 (stereo unspecified)	-0.8	0.2	13.3	·	-4.4	1.5	-2.6	-6.9
CCOC(=O)c1c(CC(C)C)csc1NC(=O)COC(=O)c1cc(OC)c(OC)cc1[N+](=O)[O-]	-1.7	0.0	-7.6	·	5.5	-4.1	-9.0	-4.2
N#CC1=C(S)N(c2ccccc2)C2(CCCCC2)NC1=O	·	0.0	-8.3	·	-9.2	-0.7	·	-1.3
C[C@H]1CN([C@@H](C)CO)C(=O)c2cc(NS(=O)(=O)c3ccc(F)cc3)ccc2O[C@H]1CN(C)C(=O)Nc1ccc(C(F)(F)F)cc1	6.2	-0.1	29.6	-0.2	3.6	7.8	0.2	·
O=C(NCCc1ccc(Cl)cc1)c1ccc(Br)s1	64.3*	0.2	-6.2	-0.1	-113.3	-2.4	1.1	-4.8
C[C@H](O)C#Cc1cnc2c(c1)C(=O)N([C@@H](C)CO)C[C@H](C)[C@H](CN(C)Cc1ccccn1)O2	3.7	0.3	0.2	0.3	-6.9	3.2	5.1	·
COc1ccc(C)cc1NC(=O)c1ccccc1NS(=O)(=O)c1ccc(Cl)s1	-49.7	·	-12.3	0.1	15.1	-3.0	3.0	0.1
C[C@H]1CN([C@@H](C)CO)C(=O)c2cc(NS(=O)(=O)c3ccccc3)ccc2O[C@H]1CN(C)Cc1ccccc1	0.9	0.1	7.5	-0.1	-14.4	3.3	-0.6	·
COc1ccccc1-c1ccc([C@@H]2[C@@H](CO)N3CCCCN(S(=O)(=O)c4cn(C)cn4)C[C@@H]23)cc1	3.0	0.2	-6.5	-0.4	-13.0	0.3	6.9	·
O=C(CCNC(=O)c1ccccc1Cl)NCc1ccncc1	·	0.3	-5.3	-0.7	-1.2	-1.5	·	5.9
C/C(=N\O)c1ncc(C(F)(F)F)cc1Cl	4.4	0.0	-16.4	0.0	5.7	0.8	-4.5	-15.9
C[C@@H]1CN([C@H](C)CO)C(=O)Cc2cc(NS(C)(=O)=O)ccc2O[C@@H]1CN(C)Cc1ccc(Cl)c(Cl)c1	6.6	0.5	-11.8	-8.0	·	3.4	-1.5	·
O=C(CCN1C(=O)/C(=C/c2ccccc2F)SC1=S)NC1C=CS(=O)(=O)C1 (stereo unspecified)	-4.0	0.0	-5.6	·	9.0	1.1	4.7	-3.1

The order is random; any-hit rate near 3%.
